CHT PAM: CHT positive allosteric modulators, primary screen, cell-based, membrane potential dye, choline EC20; High affinity choline transporter 1 (Homo sapiens), Q9GZV3; CHT-expressing cells; active compounds read high; LV-AA mutant CHT in HEK293 cells; B-score at 10 µM; 0.49% of 310,000 active;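 active = initial fluorescence not abnormally high and integrated response B-score, plate-corrected, over 3 SD above library mean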
Target sequence (Q9GZV3 whole entry, looked up): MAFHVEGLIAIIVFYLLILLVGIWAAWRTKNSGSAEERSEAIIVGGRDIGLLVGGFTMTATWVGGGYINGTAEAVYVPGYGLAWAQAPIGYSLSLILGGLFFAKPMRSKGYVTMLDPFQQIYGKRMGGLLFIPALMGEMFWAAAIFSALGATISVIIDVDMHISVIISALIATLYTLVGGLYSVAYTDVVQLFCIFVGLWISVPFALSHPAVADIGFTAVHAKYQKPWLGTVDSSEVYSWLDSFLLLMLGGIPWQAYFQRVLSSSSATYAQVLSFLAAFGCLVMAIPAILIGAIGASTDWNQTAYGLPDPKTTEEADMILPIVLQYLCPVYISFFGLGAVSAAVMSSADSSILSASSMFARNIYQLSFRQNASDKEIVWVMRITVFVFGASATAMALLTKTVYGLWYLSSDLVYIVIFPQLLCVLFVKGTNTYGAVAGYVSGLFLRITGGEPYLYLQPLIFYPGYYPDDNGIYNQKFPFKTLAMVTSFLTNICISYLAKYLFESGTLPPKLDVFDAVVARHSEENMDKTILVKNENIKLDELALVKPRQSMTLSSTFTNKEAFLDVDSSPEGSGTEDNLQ
CHT block: inhibitors of human choline transporter CHT; High affinity choline transporter 1 (Homo sapiens), Q9GZV3; CHT-expressing cells, membrane potential dye, choline response; active compounds read low; B-score at 10 µM; 0.86% of 310,000 active; AID 488975, 2010;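 active = B-score over 3 SD under the library average, and starting fluorescence ratio not unusually high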;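 also: choline stimulus applied at its EC90 after an EC20 pre-addition; B-score computed on integrated fluorescence ratio after choline addition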
Active calls of the source: *; i = inactive. An unsorted share of the library. Share with any hit: about 1.4%.

Start of the data: the first 5 entries, to show the layout:
Values in the order – CHT block | CHT PAM
Cc1ccc(NC(=S)N2CCC(C(N)=O)(N3CCCCC3)CC2)c(C)c1
→ i | i
CC(O)c1cccc(NC(=O)Nc2cccc(NC(=O)Nc3cccc(C(C)O)c3)c2)c1 (configuration not stated)
→ i | i
CC1CC(=O)C(C2c3ccccc3CCN2C(=O)CCl)C(=O)C1 (configuration not stated)
→ i | i
O=C(Nc1ccccc1Cl)C1CCCN(S(=O)(=O)c2cccc3cccnc23)C1 (configuration not stated)
→ i | i
CC(C)(C)c1ccc(NS(=O)(=O)c2ccc(N)cc2)cc1
→ i | i

All compounds of this part (from the top)
Values in the order – CHT block | CHT PAM
Cc1ccc(NC(=S)N2CCC(C(N)=O)(N3CCCCC3)CC2)c(C)c1
→ i | i
CC(O)c1cccc(NC(=O)Nc2cccc(NC(=O)Nc3cccc(C(C)O)c3)c2)c1 (configuration not stated)
→ i | i
CC1CC(=O)C(C2c3ccccc3CCN2C(=O)CCl)C(=O)C1 (configuration not stated)
→ i | i
O=C(Nc1ccccc1Cl)C1CCCN(S(=O)(=O)c2cccc3cccnc23)C1 (configuration not stated)
→ i | i
CC(C)(C)c1ccc(NS(=O)(=O)c2ccc(N)cc2)cc1
→ i | i
O=C(CCC(=O)OCC(=O)c1ccc([N+](=O)[O-])cc1)NC1CCCCC1
→ i | i
CCOc1ccc(Nc2nnc(SCc3nc4ccccc4c(=O)[nH]3)s2)cc1
→ i | i
O=C(Oc1cccc(NC2=NS(=O)(=O)c3ccccc32)c1)c1ccncc1
→ i | i
CCn1c(SCC(=O)NCc2ccccc2)nnc1-c1ccccc1O
→ i | i
COc1ccccc1C(=O)COC(=O)C(CCSC)NC(=O)COc1ccccc1 (configuration not stated)
→ i | i
COc1ccc(C)cc1NC(=O)C(Sc1nnc(Nc2cc(C)ccc2OC)s1)c1ccccc1 (configuration not stated)
→ i | i
OCCN=Cc1c(O)[nH]c2ccccc12
→ i | i
COc1ccc(-n2nc(C(=O)Nc3nc4ccc(OC)cc4s3)c3ccccc3c2=O)cc1
→ i | i
CC(C)C(C(=O)O)N1C(=O)/C(=C/C=C/c2ccco2)SC1=S (configuration not stated)
→ i | i
CCn1c(SCC(=O)Nc2cccc(F)c2)nc2c(c1=O)SC(C)C2 (configuration not stated)
→ i | i
COCCN1C(=O)C(=O)/C(=C(/O)c2cccc(S(=O)(=O)N(C)C)c2)C12C(=O)N(C)c1ccccc12 (configuration not stated)
→ i | i
Cc1ccc(OC(=O)c2cccc(S(=O)(=O)N3CCCC3)c2)c(-n2nc3ccccc3n2)c1
→ i | i
O=C(Nc1ccc([N+](=O)[O-])cc1)c1cc(Cl)sc1Cl
→ i | i
O=C(Oc1ccc(OC(=O)c2ccncc2)cc1)c1ccncc1
→ i | i
O=C(Sc1nnnn1C1CCCCC1)c1cccs1
→ i | i

6 entries picked at random from those above:
Values in the order – CHT block | CHT PAM
COCCN1C(=O)C(=O)/C(=C(/O)c2cccc(S(=O)(=O)N(C)C)c2)C12C(=O)N(C)c1ccccc12 (configuration not stated)
→ i | i
CC(C)C(C(=O)O)N1C(=O)/C(=C/C=C/c2ccco2)SC1=S (configuration not stated)
→ i | i
O=C(Nc1ccc([N+](=O)[O-])cc1)c1cc(Cl)sc1Cl
→ i | i
O=C(Sc1nnnn1C1CCCCC1)c1cccs1
→ i | i
COc1ccc(C)cc1NC(=O)C(Sc1nnc(Nc2cc(C)ccc2OC)s1)c1ccccc1 (configuration not stated)
→ i | i
O=C(Oc1ccc(OC(=O)c2ccncc2)cc1)c1ccncc1
→ i | i

Next results:
Values in the order – CHT block | CHT PAM
COc1ccc(S(=O)(=O)NNc2nc(C)cc(C)n2)cc1[N+](=O)[O-]
→ i | i
CCc1cccc(NC(=S)Nc2ccc(CN3CCOCC3)cc2)c1
→ i | i
COC(=O)c1cnn(-c2ccc(F)cc2F)c1/C=N/NC(=S)NC(C)(C)C
→ i | i
CCC(C)(C)n1nnnc1C(c1cc2ccc(OC)cc2[nH]c1=O)N1CCN(C2CCCCC2)CC1 (configuration not stated)
→ i | i
O=C(CCN1CCN(S(=O)(=O)c2ccc(F)cc2)CC1)Nc1ccccc1F
→ i | i
COc1ccc2oc(=O)c(C(=O)NCc3ccc(C)cc3)cc2c1
→ i | i
N#Cc1c(-c2ccccc2)c(C#N)c2nc3ccccc3n2c1N
→ i | i
CCOC(=O)Cn1nc(C)c(NC(=O)COc2ccc([N+](=O)[O-])cc2)c1C
→ i | i
CC(=O)Nc1cccc(C(=O)O)n1
→ i | i
CC(C)OC(=O)CSc1nc(N2CCOCC2)c2c(c1C#N)CC(C)(C)OC2
→ i | i
O=c1[nH]nc2c3ccccc3cnn12
→ i | i
CC(C)(C)Nc1nc2nonc2nc1NC(C)(C)C
→ i | i
CCc1ccc(C(=O)CSc2nnc(C)c(=O)[nH]2)cc1
→ i | i
CON/C=C(\C=Nc1ccc(Cl)cc1Cl)c1ncc(C(F)(F)F)cc1Cl
→ i | i
Cc1ccc(C(=O)Nc2ccc(S(=O)(=O)N3CCN(C)CC3)cc2)cc1
→ i | i
N#Cc1cnn(-c2cccc(Cl)c2)c1-n1cccc1
→ i | i
CCn1c(CC(=O)Nc2ccccc2Cl)nnc1SCC(=O)NC1CCCC1
→ i | i
CC1CC(=O)C=C(O)C1C(=O)OC(C)(C)C (configuration not stated)
→ i | i
COc1cc2c(C)nc(C)c(C#N)c2cc1OC
→ i | i
COc1ccccc1NC(=O)Nc1ccc(CC#N)cc1
→ i | i
Cc1cccc(OCC(=O)NC(Cc2ccccc2)C(=O)O)c1 (configuration not stated)
→ i | i
CCN(CC(=O)NCc1cccs1)C(=O)C1CC(=O)N(c2ccc(OC)cc2OC)C1 (configuration not stated)
→ i | i
N[C@@H](Cc1ccc(O)cc1)c1nnc([C@H](CCC(=O)O)NC(=O)C2CCNCC2)o1
→ i | i
COc1ccc(CNC(=O)C2CCN(C(=O)c3ccco3)CC2)cc1
→ i | i
NNC(=O)c1sc(-c2ccc(Cl)cc2)cc1N
→ i | i
CCN(CC)CCNC(=O)C1CCC(=O)N(c2ccc(OC)cc2)C1c1ccc(F)cc1 (configuration not stated)
→ i | i
O=C(C1Cc2ccccc2CN1C(=O)c1ccccc1)N1CCN(c2ccccc2)CC1 (configuration not stated)
→ i | i
COc1cnc(-c2ccccn2)nc1Sc1cccc(Cl)c1
→ i | i
CC(=O)Nc1ccc(S(=O)(=O)NCC(=O)OCC(=O)N2CCc3ccccc32)cc1
→ i | i
O=C(Nc1ccc(Br)cc1)NC1CCCCCCC1
→ i | i
COc1ccc(CSC(=N)N)cc1[N+](=O)[O-]
→ i | i
CN(C)c1ccc(/C=N/N=C2/NC(=O)/C(=C/c3ccc([N+](=O)[O-])cc3)S2)cc1
→ i | i
CC12CC3(C)CC(C)(C1)CC(C(=O)NC(=S)NC(C)(C)C)(C2)C3
→ i | i
COCCNc1nnnc2c1sc1nc(N3CCOCC3)c3c(c12)CC(C)(C)OC3
→ i | i
CCCCCCn1cc(C(=O)O)c(=O)c2cc(F)c(N3CCN(C)CC3)cc21
→ i | 6.86*
Clc1cccc(/C(Cc2nc3ccccc3[nH]2)=N\Nc2ccccc2)c1
→ i | i
Cc1nc(Nc2ccc(S(N)(=O)=O)cc2)sc1C(=O)Nc1ccccc1
→ i | i
Cc1cc(C)cc(NC(=O)CN(Cc2ccccc2)S(C)(=O)=O)c1
→ i | i
CCC(C)C(=O)N1CCCC(c2nc(-c3cccs3)no2)C1 (configuration not stated)
→ i | i
COC(=O)CSc1nc2c(c(=O)n(C)c(=O)n2C)n1CCCc1ccccc1
→ i | i
CNC(=O)CCn1nc(-c2ccccc2)c2ccccc2c1=O
→ i | i
Cc1c(Cl)cccc1NC(=O)CCC(=O)N/N=C/c1ccc[nH]1
→ i | i
COC(=O)c1ccc(NC(=O)Cn2nc(C)c3ccccc3c2=O)cc1
→ i | i
Cc1nc(NC(=O)c2ccc(Cl)cc2)sc1-c1csc(Nc2cccc(F)c2)n1
→ i | i
O=C(CC1Oc2ccccc2NC1=O)NCCCN1CCOCC1 (configuration not stated)
→ i | i
CCOC(=O)c1nnn(CC(=O)Nc2cc(Cl)ccc2C)c1C(=O)OCC
→ i | i
O=C(CCCn1c(=S)[nH]c2ccc(Br)cc2c1=O)NCC1CCCO1 (configuration not stated)
→ i | i
O=C(/C=C/c1ccc([N+](=O)[O-])cc1)OCc1cnc(-c2ccccc2)o1
→ i | i
O=Nc1[nH]c(=O)c(/C=C(\O)c2ccccc2)nc1NO
→ i | i
Cc1[nH]n(C(N)=S)c(=O)c1N=Nc1ccc(Br)cc1
→ i | i

Other entries:
Values in the order – CHT block | CHT PAM
CCOc1ccccc1C(=O)Nc1ccc(C(=O)c2ccccc2)cc1
→ i | i
COc1ccc(OC)c(C2=NS(=O)(=O)N(C)C(C(=O)Nc3ccc(C(C)=O)cc3)=C2)c1
→ i | i
O=S(=O)(Nc1nc2c(s1)CCCC2)c1ccc(F)cc1
→ i | i
COc1cc(OC)cc(C(=O)Nc2ccc([N+](=O)[O-])cn2)c1
→ i | i
CCCSC(=S)c1c(C)[nH]n(-c2ccccc2)c1=O
→ i | i
COc1ccccc1CN1CC(C(=O)N(C)CCOc2ccccc2)CCC1=O (configuration not stated)
→ i | i
COCCOC(=O)C1=C(C)Nc2ncnn2C1c1ccc(F)cc1 (configuration not stated)
→ i | i
Nc1nonc1-n1nnc(C(=O)N/N=C/c2ccccc2Cl)c1CN1CCOCC1
→ i | i
CC(=O)Nc1ccc(N2CCCCC2)cc1
→ i | i
CCn1cc(-c2cc(C(=O)O)c3ccccc3n2)cn1
→ i | i
Cc1cc(C)cc(NC(=S)NN)c1
→ i | i
Cc1nnc(NC(=O)c2c(F)cccc2F)s1
→ i | i
Cc1ccc(CNC(=O)CSc2ncccn2)cc1
→ i | i
CCOc1ccc(C2C(C(=O)c3ccc(C)o3)=C(O)C(=O)N2c2cc(C)on2)cc1OC (configuration not stated)
→ i | i
CCCC(=O)N(Cc1cc(=O)[nH]c2ccccc12)c1ccccc1OC
→ i | i
CCN(CC)C(=O)C1CCCc2c1[nH]c1ccc(Cl)cc21 (configuration not stated)
→ i | i
CCC(=O)Nc1ccc(C(=O)Nc2cc(C)on2)cc1
→ i | i
Cc1ccc(-n2c3nc(=O)[nH]c(=O)c-3cc3cc([N+](=O)[O-])ccc32)cc1C
→ i | i
CC(C)CCN(C)c1ccc(/C=N/n2cnnc2)cc1
→ i | i
Cc1ccc(-c2nc(NCCN(C)C)c3ccccc3n2)cc1
→ i | i
CCOCCCNC(=O)C(c1ccc(OC)cc1)N(Cc1ccc2c(c1)OCO2)C(=O)CNC(C)=O (configuration not stated)
→ i | i
CCCc1cc(=O)oc2c3c(cc(OCC(=O)NCc4ccccn4)c12)OC(C)(C)CC3
→ i | i
Cc1ccc(N(C(=O)Cn2nnc(-c3ccc(C)o3)n2)C(C(=O)NC2CCCC2)c2ccncc2)cc1 (configuration not stated)
→ i | i
O=C1CCC(c2ccccc2)=NN1Cc1c(F)cccc1Cl
→ i | i
COCCOC(=O)C1=C(C)N(c2ccccc2)C(=O)NC1c1cccc([N+](=O)[O-])c1 (configuration not stated)
→ i | i
Cc1cc(N(CN2CCCC2=O)C(=O)c2ccc(OC(C)C)cc2)no1
→ i | i
C/C(=N\Nc1ccc([N+](=O)[O-])cc1)c1ccc2c(c1)OCO2
→ i | i
Cc1nc(SCc2ccc(C#N)cc2)n[nH]1
→ i | i
COc1cc(S(=O)(=O)N2CCC(c3nc4ccccc4s3)CC2)ccc1S(=O)(=O)NC1CCCC1
→ i | i
COC(=O)c1[nH]c2ccc(C)cc2c1NC(=O)Nc1ccccc1OC
→ i | i
CN(C(=O)CSc1nc(N)c2c3c(sc2n1)CSC(C)(C)C3)c1ccccc1
→ i | i
Cc1ccccc1C(=O)Nc1cccc(C(=O)N/N=C/c2ccc3c(c2)OCO3)c1
→ i | i
Cc1ccccc1OCCCCn1c(CO)nc2ccccc21
→ i | i
COc1ccc(C(=O)Nc2ccccc2[N+](=O)[O-])cc1S(=O)(=O)N1CCOCC1
→ i | i
COc1cccc(NC(=S)NCc2ccco2)c1
→ i | i
COc1cccc(COc2ccccc2C2Nc3ccc(Br)cc3C(=O)N2NC(=O)c2ccncc2)c1 (configuration not stated)
→ i | i
CC1=CC(C)(C)n2c(O)c(N=N)c3c(C)c(C)cc1c32
→ i | i
CC(=O)c1cccc(NC(=O)/C(=C\c2cccnc2)NC(=O)c2ccco2)c1
→ i | i
Cc1nnc(Sc2nc3c(c(=O)n(C)c(=O)n3C)n2Cc2ccccc2Cl)s1
→ i | i
COc1cccc(CNC(=O)CSC(=S)N2CCCC2)c1
→ i | i
C/C=C(\C)CN1CCC(n2nccc2NC(=O)CCOc2ccccc2)CC1
→ i | i
CCCCn1c(SCC2CCCO2)nc2cc(S(N)(=O)=O)ccc21 (configuration not stated)
→ i | i
Cc1cccc(C)c1OCC(O)CN1CCC(CN2C(=O)c3cccc4cccc(c34)C2=O)CC1 (configuration not stated)
→ -6.3* | i
O=[N+]([O-])c1cccc(C2=NC(c3ccccc3)CO2)c1 (configuration not stated)
→ i | i
COc1cccc(C2NC(=O)NC(C)=C2C(=O)Nc2ccc(C)cc2)c1 (configuration not stated)
→ i | i
Cc1cc(=O)[nH]c(N)n1
→ i | i
CCC(C)Sc1cc(C(F)(F)F)c(C(=O)Nc2ccc(Cl)cc2)cn1 (configuration not stated)
→ i | i
COc1cc(OC)cc(-c2cn[nH]c2N)c1
→ i | i
CCOc1ccc(Cn2c3ccc(OC)cc3c3nc4ccccc4nc32)cc1
→ i | i
Cc1ccc(NC2=C(Cl)C(=O)OC2OC(C)C)cc1 (configuration not stated)
→ i | i

(further entries)
Values in the order – CHT block | CHT PAM
C=C(C)n1c(=O)[nH]c2ccccc21
→ i | i
CCOC(=O)c1nnn(-c2ccc(OC)cc2)c1N
→ i | i
CCCC[n+]1ccn(-c2nc3ccccc3nc2[N-]S(=O)(=O)c2ccccc2)c1
→ i | i
O=C(CSCc1ccccc1Br)N/N=C/c1ccc2c(c1)OCO2
→ i | i
